m-calpain inh = blocks pig calpain II enzyme activity | inhibition, % at 16 µM | purified calpain II, fluorogenic peptide substrate, 30 min | 220,000 tested, 0.37% active | AID 1236;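 active = inhibition above about 50%, limit read from the data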
Furin inhibitor = inhibitors of human furin; purified furin, fluorogenic substrate cleavage; inhibition, % at 30 µM; 220,000 tested, 0.061% active; in the data active = inhibition above about 25%; also: inactives centre near -15
Runt-SMMHC FRET = inhibitors of human RUNX1 Runt domain binding to CBFb-SMMHC; Q01196+Q13951; Cerulean-Runt/Venus-CBFb-SMMHC FRET ratio 530/480, 1 h; inhibition, % at 20 µM; 220,000 tested, 0.74% active; AID 1434;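 active = mean inhibition across duplicate retests at 20 µM reaching about 50%, limit read from the data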;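 also: 0% = DMSO wells and 100% = wells with excess untagged CBFb-SMMHC; inhibitors lower the FRET ratio by blocking Runt binding to CBFb-SMMHC; some results filed as inactive read as strong as hits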
Target sequence (Q01196 whole entry, looked up, the tested form may be a part): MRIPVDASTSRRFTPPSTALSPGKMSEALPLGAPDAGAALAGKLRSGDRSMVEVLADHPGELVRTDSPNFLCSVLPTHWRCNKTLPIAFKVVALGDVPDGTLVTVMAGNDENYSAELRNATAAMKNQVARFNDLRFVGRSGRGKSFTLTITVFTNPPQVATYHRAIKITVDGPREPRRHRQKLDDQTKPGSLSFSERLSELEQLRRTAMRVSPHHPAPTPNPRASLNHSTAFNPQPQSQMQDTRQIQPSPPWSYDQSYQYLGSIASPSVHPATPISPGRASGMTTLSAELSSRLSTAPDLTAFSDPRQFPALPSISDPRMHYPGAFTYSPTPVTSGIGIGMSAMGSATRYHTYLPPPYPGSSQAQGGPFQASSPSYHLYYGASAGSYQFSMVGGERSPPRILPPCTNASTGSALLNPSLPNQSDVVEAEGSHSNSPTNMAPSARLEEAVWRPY
Target sequence (Q13951 whole entry, looked up, the tested form may be a part): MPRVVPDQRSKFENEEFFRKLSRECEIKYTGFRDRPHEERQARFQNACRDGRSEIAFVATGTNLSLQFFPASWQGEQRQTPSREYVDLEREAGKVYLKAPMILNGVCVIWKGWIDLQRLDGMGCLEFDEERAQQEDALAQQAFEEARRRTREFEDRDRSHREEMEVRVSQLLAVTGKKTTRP
p97 inhibitor = human p97 ATPase inhibition | P55072 | recombinant p97 ATPase, Kinase-Glo ATP luminescence, 3 h | inhibition, % at 8 µM | 220,000 tested, 0.42% active; in the data active = inhibition above about 15%;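 also: 0% = DMSO vehicle and 100% = wells lacking enzyme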
RBBP9 inh = inhibitors of human serine hydrolase RBBP9 | O75884 | inhibition, % at 7.94 µM | AID 1515 | recombinant RBBP9, FP-Rh probe fluorescence polarization | 220,000 tested, 0.2% active;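 active = inhibition above the campaign mean of all tested compounds plus 3 SD, cut at about 14% in these data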;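 also: plate controls were DMSO wells with RBBP9 for no effect and wells lacking RBBP9 protein for full effect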
Target sequence (O75884 whole entry, looked up): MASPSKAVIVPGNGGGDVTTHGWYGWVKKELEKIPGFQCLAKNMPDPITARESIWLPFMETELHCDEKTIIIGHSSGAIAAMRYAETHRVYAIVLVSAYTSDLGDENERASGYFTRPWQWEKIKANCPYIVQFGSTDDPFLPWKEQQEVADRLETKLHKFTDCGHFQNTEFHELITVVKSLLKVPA
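System: RBBP9 protein | Quantity: 2.5 µM RBBP9 dispensing solution, before mixing | Reagent: FP-Rh probe, 375 nM dispensing solution | Timing: Enzyme-compound preincubation 30 min, then probe labeling 45 min, 25 °C | Measured by: Fluorescence polarization | Read-out: % inhibition | Replication: One well per compound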
EBV gp42 block = EBV gp42 inhibition. Q1HVG2. Fluorescence polarization binding assay, mP read-out. inhibition, % (tested at 21.74 µM). 220,000 tested, 0.42% active. AID 1085; in the data active = inhibition above about 50%
Target sequence (Q1HVG2 whole entry, looked up): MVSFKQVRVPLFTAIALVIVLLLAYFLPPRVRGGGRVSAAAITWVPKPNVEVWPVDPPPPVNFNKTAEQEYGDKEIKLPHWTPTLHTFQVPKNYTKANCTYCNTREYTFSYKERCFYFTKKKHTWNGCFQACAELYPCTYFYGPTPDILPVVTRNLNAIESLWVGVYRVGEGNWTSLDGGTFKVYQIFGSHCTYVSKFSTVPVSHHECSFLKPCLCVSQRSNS
Tb hexokinase = T. brucei hexokinase 1 inhibition. recombinant TbHK1, G6PDH-coupled NADH A340. inhibition, % at 10 µM. 220,000 tested, 0.11% active. AID 1430;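 active = inhibition of 50% or more in the single-dose primary screen; inactive = inhibition below 50%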
NCF1 inh = p47phox (human) inhibition. 220,000 tested, 0.53% active. inhibition, % at 24.7 µM. p47phox/p22phox peptide binding, fluorescence polarization, 2 h;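 active = inhibition above about 30%, limit read from the data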;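 also: 0% = p47phox with labelled peptide and 100% = labelled peptide alone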
Runt-CBFb FRET = blocks binding of human RUNX1 Runt domain to CBFb. Cerulean-Runt/Venus-CBFb FRET ratio 530/480, 1 h. 220,000 tested, 0.46% active. inhibition, % at 20 µM;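 active = inhibition over about 50% at 20 µM in the single-dose screen, limit read from the data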;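 also: 0% = DMSO wells and 100% = excess unlabeled CBFb competitor control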
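test system = Cerulean-Runt domain fusion protein, energy donor | probe or stimulus = Venus-CBFb binding partner, 100 nM | incubation = two 1 h room-temperature incubations shielded from light | detection = fluorescence energy transfer, 422 nm excitation, 530/480 nm emission | measure = loss of energy transfer signal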
Numbers without * were called inactive; . = no result given; [ ] = dose if it differs, or a comment.

1: COc1ccc(C(=O)c2ncc(C(F)(F)F)cc2Cl)cc1
2: COC(=O)c1ccc(NC(=O)c2ccc(CN3CCOCC3)cc2)cc1
3: CC12CN3CC(C)(CN(C1)C3c1ccc(Cl)cc1Cl)C2O (centres undefined)
4: Cc1ccc(C)c2[nH]c(=O)c(CN(CCCN(C)C)C(=O)NCc3ccccc3)cc12
5: COc1ccc(/C=N/NC(=O)COc2cccc3cccnc23)cc1OC
6: O=C(CN1CCN(S(=O)(=O)c2ccccc2F)CC1)NC1CCCC1
7: CC(C(=O)N1CCOCC1)n1cc([N+](=O)[O-])cn1 (centres undefined)
8: CCCCN1C(=O)/C(=C(/C#N)C(=O)N2CCCC2)c2ccccc21

assay / entry	1	2	3	4	5	6	7	8
m-calpain inh	-6.2	5.6	.	-17.5	14.3	-29.4	20.3	6.2
Furin inhibitor	-15.1	-17.8[20 µM]	-18.7[20 µM]	.	-10.8	-28.5	-19.6	-12.8
Runt-SMMHC FRET	-3.2	-2.4	17.4	-2.8	1.9	6.0	-0.5	-3.5
p97 inhibitor	5.1	-1.1	0.5	.	4.0	2.6	3.1	-2.2
RBBP9 inh	-5.0	-8.5	-7.1	.	-12.5	-4.4	5.6	3.9
EBV gp42 block	-7.3	-24.9	.	-16.4	-10.9	-21.3	-12.8	-14.6
Tb hexokinase	-3.5	-6.4	-12.2	.	-0.8	-1.1	-8.8	-16.4
NCF1 inh	-10.4	1.6	.	1.7	-11.3	-4.4	.	-14.5
Runt-CBFb FRET	0.0	0.2	0.7	-0.8	-1.5	-1.9	0.5	0.0

9: Cc1ccc(NC(=S)N2CCCC(c3nc4ccccc4[nH]3)C2)cc1 (centres undefined)
10: CCn1c2ccccc2c2nnc(SCC(=O)Nc3cc(C)on3)nc21
11: Cc1cc(C)nc(/N=C2\NC(=O)CC(C(=O)O)N2c2ccc(Cl)cc2Cl)n1 (centres undefined)
12: COc1ccccc1CC(=O)NCC(c1ccco1)N1CCCCC1 (centres undefined)
13: CC(C)CNC(=O)c1cccc(NC(=O)C2CCCO2)c1 (centres undefined)
14: O=C(CSc1ccc2nnc(CCNS(=O)(=O)c3ccccc3)n2n1)Nc1nc2ccccc2s1
15: O=C(Nc1ccc2c3c(cccc13)CC2)c1ccc(Br)o1
16: CCc1cc2ccccc2nc1Cl

assay / entry	9	10	11	12	13	14	15	16
m-calpain inh	-18.8	-36.3	15.9	-13.0	8.1	5.2	-32.7	2.3
Furin inhibitor	-19.8	-11.0	-6.7	-31.6	-21.9[20 µM]	-4.9	-22.4[20 µM]	-27.4
Runt-SMMHC FRET	1.5	-2.6	1.3	-2.5	0.9	4.8	1.6	2.7
p97 inhibitor	4.7	1.0	13.0	3.1	2.6	-1.9	0.0	1.9
RBBP9 inh	-2.5	-9.7	-4.1	-2.1	-10.2	-7.7	0.1	-8.0
EBV gp42 block	-5.6	-6.6	1.4	-16.9	-5.9	-5.9	9.7	-21.6
Tb hexokinase	0.7	2.2	2.8	-4.4	-9.9	1.3	5.4	-4.1
NCF1 inh	-4.5	-4.9	5.4	-13.9	-9.9	7.0	-2.9	-9.0
Runt-CBFb FRET	2.5	-0.5	-1.6	-0.7	1.3	-5.8	1.6	0.3

17: Cc1nn(S(=O)(=O)c2ccc([N+](=O)[O-])cc2)c(C)c1Sc1ccccc1
18: O=C(NNc1c(Cl)cccc1Cl)c1sccc1Cl
19: O=C(/C=C/c1ccco1)Nc1ccc2c(c1)OCCO2
20: COc1cc(/C=C/C(=O)O)ccc1OS(=O)(=O)c1cc(C)ccc1C
21: N#Cc1ccc(NC(=O)COC(=O)CCc2ccc(S(=O)(=O)N3CCCCC3)cc2)cc1
22: Cc1cc(/C(=N/O)C(C)(C)NO)ccc1Cl
23: COc1ccccc1NC(=O)CN(c1ccccc1F)S(C)(=O)=O
24: O=C(Nc1nn[nH]n1)c1cc(-c2ccc(Cl)c(Cl)c2Cl)nc2ccccc12

assay / entry	17	18	19	20	21	22	23	24
m-calpain inh	.	13.0	6.9	-37.5	4.7	17.3	-12.8	42.6
Furin inhibitor	-31.8[20 µM]	-3.9	-5.1	-16.6	-15.3	-15.9	-12.5[20 µM]	-12.0
Runt-SMMHC FRET	.	2.7	-1.4	2.7	0.2	-10.0	2.0	-3.1
p97 inhibitor	0.8	4.6	1.3	2.7	2.4	-5.0	2.6	-0.1
RBBP9 inh	-8.6	-6.4	-6.7	2.2	-9.4	-4.1	-2.5	-2.6
EBV gp42 block	.	-1.8	-5.7	-3.2	-21.1	0.8	-11.5	4.8
Tb hexokinase	0.8	-5.2	-19.7	-8.1	-3.5	-1.4	1.3	7.8
NCF1 inh	.	-3.0	-10.8	-2.0	-20.9	-2.3	-12.4	-1.4
Runt-CBFb FRET	.	-2.6	3.0	-1.0	1.7	-5.2	1.1	2.1

25: CCOc1ccc(NC(=S)Nc2cc(C)[nH]n2)cc1
26: Cc1nc2c(C)cccc2cc1C(=O)N/N=C/c1cccc([N+](=O)[O-])c1
27: CCOC(=O)CC(=O)CSc1nc2c(C)c(C)ccc2cc1C
28: O=C(Nc1cnc2ccccn2c1=O)c1ccc(Cl)cc1Cl
29: NNC(=O)COc1cccc(C(F)(F)F)c1
30: CCC(C)C(NC(=O)OCc1ccccc1)C(=O)NC(Cc1ccc(O)cc1)C(=O)OC (centres undefined)
31: COc1ccccc1NS(=O)(=O)c1cc(NC(=O)C2CCCC2)ccc1N1CCOCC1
32: O=C(NCn1ccc(=O)[nH]c1=S)c1ccccc1

assay / entry	25	26	27	28	29	30	31	32
m-calpain inh	-3.1	10.1	-2.9	-35.9	-14.9	-15.1	14.2	-6.0
Furin inhibitor	-23.7	-20.0	-8.3[20 µM]	-21.6	-22.0	-9.5	-24.6	-18.6
Runt-SMMHC FRET	2.2	-1.6	-4.4	-1.6	-3.0	-0.2	14.6	0.4
p97 inhibitor	5.0	4.0	-0.6	5.6	7.6	3.3	-0.1	0.9
RBBP9 inh	-2.7	-3.2	2.7	-7.2	-1.2	3.2	-7.7	-7.6
EBV gp42 block	-2.1	-8.0	-8.9	-3.8	-12.9	3.9	-4.7	-5.1
Tb hexokinase	0.8	0.2	-5.7	-24.7	-3.1	-1.2	0.5	-4.3
NCF1 inh	-29.7	-0.9	-8.6	4.5	8.9	-6.7	11.3	-1.6
Runt-CBFb FRET	6.7	-0.4	-3.1	-1.3	-0.4	-1.3	20.3	1.8

Continued; it opens with the 4 that closed the last part.
29: NNC(=O)COc1cccc(C(F)(F)F)c1
30: CCC(C)C(NC(=O)OCc1ccccc1)C(=O)NC(Cc1ccc(O)cc1)C(=O)OC (centres undefined)
31: COc1ccccc1NS(=O)(=O)c1cc(NC(=O)C2CCCC2)ccc1N1CCOCC1
32: O=C(NCn1ccc(=O)[nH]c1=S)c1ccccc1
33: COc1cnc(N(C)C)nc1Sc1ccc(Cl)cc1
34: CCNc1nc(NC(C)C)nc(OCCNS(=O)(=O)c2cc(C)ccc2C)n1
35: COc1ccc(N(CC(=O)N2CCN(c3ccccc3)CC2)S(=O)(=O)c2c(C)noc2C)cc1
36: CCCCC(CC)C(=O)Nc1ccc(C#N)cc1 (centres undefined)
37: COC(=O)C1CCN(S(=O)(=O)c2cn(C)c(=O)n(C)c2=O)CC1
38: S=C(NCCOCCOCCNC(=S)Nc1ccccc1)Nc1ccccc1
39: COCCN1C(=O)C(O)=C(C(=O)c2ccco2)C1c1cccc(Oc2ccccc2)c1 (centres undefined)
40: O=C(Cn1c2ccccc2c2nc3n(c(=O)c21)CCS3)Nc1ccccc1C(F)(F)F

assay / entry	29	30	31	32	33	34	35	36	37	38	39	40
m-calpain inh	-14.9	-15.1	14.2	-6.0	-32.5	9.9	-4.2	-25.0	-15.7	14.6	-21.7	-55.4
Furin inhibitor	-22.0	-9.5	-24.6	-18.6	-3.9[20 µM]	-20.3	-31.1	-12.5[20 µM]	-32.0	-11.2	-10.5	-10.0
Runt-SMMHC FRET	-3.0	-0.2	14.6	0.4	-0.5	4.1	3.0	-2.8	0.5	0.9	3.2	-7.9
p97 inhibitor	7.6	3.3	-0.1	0.9	-10.9	1.1	-3.6	-3.1	-1.4	-1.7	-0.7	-1.9
RBBP9 inh	-1.2	3.2	-7.7	-7.6	-10.2	-3.7	-5.7	0.2	-6.8	-2.0	-3.9	-5.9
EBV gp42 block	-12.9	3.9	-4.7	-5.1	16.9	-17.7	-15.0	6.3	-18.6	-3.6	4.7	0.3
Tb hexokinase	-3.1	-1.2	0.5	-4.3	4.6	-2.4	-17.5	-7.8	-14.1	-3.5	-7.6	-11.5
NCF1 inh	8.9	-6.7	11.3	-1.6	-6.9	1.6	-12.8	-5.2	-12.3	-5.2	-12.3	-0.7
Runt-CBFb FRET	-0.4	-1.3	20.3	1.8	-0.2	-2.0	1.5	-0.2	0.4	10.5	3.9	.

41: CCN(CC)CCCNC(=S)N1CCn2c(nc3ccccc32)C1
42: COc1ccc(OCc2n[nH]c(=S)n2-c2ccc(C)cc2)cc1
43: CCOC(=O)CCc1n[nH]c(=O)[nH]c1=O
44: CCN(CCCNC(=O)CN1C(=O)COc2ccccc21)c1ccccc1
45: COc1ccc(Oc2coc3c(CN(C)C)c(O)ccc3c2=O)cc1
46: O=C1CCCN1CCC1CCN(C(=S)Nc2ccc(F)cc2)CC1
47: CCOC(=O)NC(=O)CN1C(=O)NC(C)(c2ccccc2)C1=O (centres undefined)
48: Cc1cccc(N2CCCn3c2nc2c3c(=O)n(CCN3CCOCC3)c(=O)n2C)c1

assay / entry	41	42	43	44	45	46	47	48
m-calpain inh	9.7	-3.4	4.9	2.0	-338.3	-44.2	9.1	-28.7
Furin inhibitor	1.2	-13.8	-7.4	-26.5	-55.8[20 µM]	-4.8[20 µM]	-25.9	-16.7
Runt-SMMHC FRET	-2.6	.	-1.0	3.0	3.9	-3.2	-4.6	-5.1
p97 inhibitor	-3.6	0.6	3.9	0.7	4.1	-7.9	4.8	-1.8
RBBP9 inh	-5.9	-11.7	-6.0	-9.8	-3.5	-4.8	-9.1	-6.2
EBV gp42 block	2.3	2.6	-8.4	-78.0	0.6	-5.0	-23.9	-6.0
Tb hexokinase	12.3	-10.4	39.9	-7.6	-31.7	-8.9	6.8	5.4
NCF1 inh	-19.2	-0.5	10.1	-11.2	-9.3	-7.2	5.8	-4.6
Runt-CBFb FRET	0.5	.	0.4	1.6	0.5	3.7	-3.2	-5.2

49: O=[N+]([O-])c1ccc(N2CCN(S(=O)(=O)c3ccc(Cl)c(Cl)c3)CC2)cc1NCCN1CCOCC1
50: CC(=O)N1CCc2cc(S(=O)(=O)CCC(=O)Nc3cccc(F)c3)ccc21
51: O=C(N/N=C/c1ccc(Br)cc1)c1ccccc1-n1cccc1
52: CC(C)(C)c1ccccc1OCCOCCSc1ncccn1
53: Cc1ccc(C(=O)Nc2ncnc3sc4c(c23)CCCCC4)cc1

assay / entry	49	50	51	52	53
m-calpain inh	-58.1	-1.2	-4.2	4.1	22.0
Furin inhibitor	0.5	-17.9[20 µM]	-2.4[20 µM]	-4.5[20 µM]	13.5[20 µM]
Runt-SMMHC FRET	-6.0	1.9	-0.1	-6.6	1.8
p97 inhibitor	0.6	-2.8	1.6	-2.4	-6.3
RBBP9 inh	-1.4	-2.4	3.2	-4.0	-15.7
EBV gp42 block	-2.2	-7.7	-17.4	5.2	-22.8
Tb hexokinase	-11.1	-5.2	-1.2	-9.9	1.6
NCF1 inh	-24.4	0.1	-8.3	0.0	-7.4
Runt-CBFb FRET	-4.5	0.2	-2.1	2.0	-2.0

Screening results as filed in PubChem.
